HEK293 NOD2/NF-kB – NOD2 signaling inhibitors, cell-based, luminescence, uHTS, HEK293 (AID 1566). 0.63% of 290,000 active. HEK293 NOD2/NF-kB luciferase reporter, luminescence; higher % means a stronger effect. inhibition, % at 4 µM; hits with a dose series show EC50 in µM; note: many of its hits are not listed in these tables
XIAP displacement – XIAP antagonists, biochemical, IAP family, fluorescence polarization (AID 1018). 0.007% of 200,000 active. XIAP BIR domain, fluorescence polarization peptide displacement; higher % means a stronger effect. displacement, % at 20 µM; hits with a dose series show IC50 in µM. E3 ubiquitin-protein ligase XIAP (Homo sapiens); in the data active = displacement above about 50%; note: a part of the inactive calls stands beside numbers as strong as those of hits
AID2073 – inhibitors of Mint1-CaV2.2 protein interaction, biochemical, HTRF (AID 2073) | inhibition, % at 20 µM, or IC50 in µM where a hit was titrated | HTRF protein-protein interaction, Mint1-CaV2.2; higher % means a stronger effect | 0.19% of 290,000 active | Voltage-dependent N-type calcium channel subunit alpha-1B (Homo sapiens); in the data active = inhibition mostly above about 51%, no sharp cut-off; inconclusive = no clear call, values can overlap the other calls; inactive = mostly below about 53%; note: some results filed as inactive read as strong as hits
NS5 inhibitors – Dengue-2 NS5 methyltransferase inhibitors, primary screen, biochemical, confirmation dose response (AID 588689) | inhibition, % at 25 µM; hits with a dose series show IC50 in µM | Genome polyprotein (Dengue virus type 2 (strain 16681-PDK53)) | 0.3% of 340,000 active | Dengue-2 NS5 methyltransferase capping enzyme assay, biochemical; higher % means a stronger effect; in the data active = a potency from the dose series; inconclusive = inhibition above about 29% without an active follow-up result
Siah-1 displacement – Siah-1 peptide-binding antagonists, primary screen, biochemical, fluorescence polarization, rhodamine-plectin, uHTS (AID 1817); E3 ubiquitin-protein ligase SIAH1 (Homo sapiens); Siah-1 / rhodamine-plectin peptide fluorescence polarization; higher % means a stronger effect; displacement, % at 20 µM; hits with a dose series show IC50 in µM; 0.02% of 290,000 active;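 active = displacement of at least 50% at 20 µM, with a fluorescence ratio check between 0.3 and a set limit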;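 note: plate controls were Siah plus tracer with DMSO for no effect and tracer alone without Siah for full effect; strong numbers were not always called active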
Hep lipid drop – inhibitors of hepatocyte lipid droplet formation, primary screen, imaging, high-throughput imaging, BODIPY stain; AML12 mouse hepatocytes, oleate lipid droplets; inhibition, % at 6.5 µM; 0.4% of 240,000 active;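 active = lipid droplet intensity inhibited by at least 50%, with more than 500 cells counted; inconclusive = wells with under 300 cells, treated as cytotoxic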
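Test system: AML12 hepatocytes (mouse); reagent: oleate loading, 100 µM; dosing: one dose, 6.5 µM compound; incubation: overnight exposure; signal: fluorescence imaging, 20x objective, two fields per well; read-out basis: % inhibition of corrected integrated BODIPY droplet signal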
HIV peptide binding – inhibitors of HIV fusion peptide binding, primary screen, biochemical, uHTS, fluorescence dequenching (AID 1986). inhibition, % at 20 µM; hits with a dose series show IC50 in µM. 0.3% of 290,000 active. cell-free peptide binding, fluorescence dequenching, 30 min; higher % means a stronger effect; in the data active = inhibition mostly above about 52%, no sharp cut-off; inactive = mostly below about 76%; note: some results filed as inactive read as strong as hits
LYP phosphatase – inhibitors of LYP phosphatase, biochemical, fluorescence intensity, uHTS (AID 1779); recombinant LYP phosphatase, fluorescence intensity; higher % means a stronger effect; Tyrosine-protein phosphatase non-receptor type 22 (Homo sapiens); inhibition, % at 11.5 µM; hits with a dose series show IC50 in µM; 0.054% of 290,000 active;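 note: plate controls were vehicle with enzyme for no effect and no enzyme for full effect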
Myeloid diff 2 – induction of myeloid progenitor differentiation, primary screen, cell-based, flow cytometry, MLPCN library; ER-HoxA9 myeloid progenitors, lysozyme-GFP differentiation; calls only at 10 µM; 1% of 360,000 active;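 active = normalized GFP-positive differentiation at or above the plate's own cutoff, the solvent-only control mean plus 3 SD; inconclusive = no clear call, values can overlap the other calls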;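 note: cells exposed to compound for four days before flow analysis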
Hep lipid drop cells 6.5 µM – second read-out of Hep lipid drop, no call of its own (marks repeat the call); cell count; measured here: cell count, cytotoxicity flag;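 cells counted across two imaged fields per well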
NS5 inhibitors pilot replicate – second read-out of NS5 inhibitors, no call of its own (marks repeat the call); inhibition, %; measured here: pilot screen replicate inhibition
Myeloid diff 2 GFP+ MAC1+ % – recorded beside Myeloid diff 2, whose call it bears; GFP+ MAC1+ double positive, %; measured here: differentiation confirmed by MAC1 staining
The depositor's hits bear a star; i = inactive; ? = inconclusive; . = not tested or not shown. Cut-off read from the data, not from the text of the source, unless noted: active = inhibition above about 50%; inactive = the rest.

SMILES | HEK293 NOD2/NF-kB | XIAP displacement | AID2073 | NS5 inhibitors | Siah-1 displacement | Hep lipid drop | Hep lipid drop cells 6.5 µM | HIV peptide binding | LYP phosphatase | Myeloid diff 2 | Myeloid diff 2 GFP+ MAC1+ % | others
Cn1c(SCC(=O)NNC(=O)Nc2ccc(Cl)cc2)nnc1-c1ccccc1 | 18.8% | . | 10.2% | . | 10.6% | 20.6 | 725 | 1.3% | -5.9% | . | .
COc1cc(C)nc(N(C)C(C)=O)n1 | -0.4% | -8.2% | 3.9% | -5.8% | -0.6% | 9.1 | 761 | 1.4% | -1.0% | i | 0.6
N#C/C(=C\c1ccc(N2CCOCC2)o1)C(=O)N1CCOCC1 | -10.4% | -0.1% | 24.8% | -56.4% | 13.6% | 3.1 | 641 | 53.5%* | -4.8% | i | 0.4
Cc1cc(C)cc(NC(=O)C(OC(=O)c2sccc2C)c2ccccc2)c1 (configuration not stated) | -42.9% | -1.8% | ? | -1.1% | -1.7% | 7.0 | 557 | -0.1% | 2.6% | i | 0.5
Cc1ccc(CC2CC(=O)N(c3nc(C)cc(C)n3)C2=O)cc1 (configuration not stated) | 1.6% | -5.6% | 25.6% | 9.9% | -2.7% | -16.8 | 551 | 1.5% | 1.7% | i | 0.4
C=CCN(C(=O)c1ccc2snnc2c1)c1ccccc1 | -14.9% | . | 6.1% | -6.3% | -0.9% | -10.6 | 742 | 0.5% | -9.6% | i | 0.2
CCn1c(CNc2cccc(Cl)c2)nnc1SCC(=O)OC1CCCCC1 | -10.5% | -6.2% | -4.4% | -4.1% | -4.3% | 9.6 | 711 | -1.9% | 0.7% | i | 7.3
COc1cc(/C=C/C(=O)Nc2cc(C(F)(F)F)ccc2Cl)cc(OC)c1OC | 12.8% | 1.8% | 3.6% | -2.4% | -0.3% | . | . | -1.0% | -2.6% | i | 1.6
COc1ccc(/C=C2\SC(=S)N(CCC(=O)N3CCOCC3)C2=O)cc1 | -7.4% | . | 9.8% | -2.0% | -2.3% | -27.4 | 851 | 2.7% | -2.5% | i | 1.9
O=C(CCn1c(=S)oc2ccccc21)Nc1ccccc1Br | 7.1% | . | 10.8% | -3.2% | 8.7% | -0.8 | 834 | 4.2% | -2.0% | i | 0.9
O=C(CCCN1C(=O)c2ccccc2C1=O)NCc1ccco1 | 15.8% | 2.2% | 25.6% | . | 2.7% | 20.3 | 770 | 2.2% | -3.1% | i | 0.0
COc1ccc(C(=O)CSc2nnnn2Cc2ccccc2)cc1 | -0.8% | -1.5% | -4.6% | -4.0% | -1.9% | -18.1 | 771 | -1.1% | 1.5% | i | 0.7
NC(=O)[C@@H]1CCCCNc2c(I)cc([N+](=O)[O-])cc2C(=O)N[C@@H](CCC(=O)O)C(=O)N[C@@H](CO)C(=O)N1 | -5.7% | -8.4% | -17.0% | 25.3% | -1.8% | -1.5 | 721 | 31.0% | -1.6% | i | 0.3
O=C1CN(c2ccccc2Cl)C(=O)CN1c1ccccc1Cl | -3.8% | -15.5% | 21.7% | -6.1% | 0.1% | 9.7 | 748 | 2.6% | -6.6% | i | 0.5 | NS5 inhibitors pilot replicate=-3.6
O=C(O)c1cccc(S(=O)(=O)N2Cc3ccccc3C2)c1 | -3.5% | 0.5% | 5.4% | -2.2% | 1.4% | 11.9 | 730 | 0.6% | -7.1% | i | 0.9
CC(=O)c1ccc(N2CCN(C(=O)Nc3ccc(Cl)cc3)CC2)cc1 | -28.9% | -5.0% | 6.3% | -9.2% | -2.8% | 5.1 | 706 | -0.1% | 2.5% | i | 0.0
O=C(Nc1ccccc1C(=O)Nc1ccc2c(c1)OCO2)c1cccs1 | -15.5% | -2.8% | 9.6% | -4.9% | -3.8% | -17.3 | 715 | 0.5% | 2.2% | i | 0.6
NC(=O)CNC(=O)c1ccc(Cl)cc1 | 10.6% | . | -2.7% | 3.9% | 2.8% | -2.5 | 655 | 1.0% | -2.2% | i | 0.4
CCCCCC1C/C(=N\O)C=C(C)C1C(=O)OC (configuration not stated) | 5.2% | . | 8.7% | . | 0.1% | -4.1 | 733 | -1.1% | -1.8% | i | 0.7
CS(=O)(=O)N1CCc2cc(C(=O)N3CCCCC3)ccc21 | 0.5% | -2.0% | 0.2% | 6.0% | -0.4% | -16.6 | 723 | 0.1% | 2.1% | i | 1.4
CN=C1SC(CC(=O)Nc2cccc(Cl)c2Cl)C(=O)N1C (configuration not stated) | 10.8% | -8.4% | -6.4% | -6.5% | -0.1% | . | . | 0.9% | -2.2% | i | 0.6
CC(C)Cc1nnc(NC(=O)CCNC(=O)c2ccco2)s1 | -28.7% | . | 48.3% | -6.6% | -3.3% | -2.7 | 833 | -0.2% | -5.7% | i | 0.8
COc1ccc(C(=O)NCCCn2ccnc2)cc1 | 8.7% | -5.9% | 10.5% | 0.0% | -2.6% | . | . | -2.6% | -6.3% | i | 0.0
CC(=O)Nc1ccc(S(=O)(=O)NC(C)C(=O)OCC(=O)NC2CCCC2)cc1 (configuration not stated) | 4.9% | -2.1% | 2.4% | -3.3% | -2.3% | -2.1 | 667 | 0.9% | -8.7% | i | 0.3
CCCCC(C(=O)NC1CCCC1)N(C(=O)c1snc(C(N)=O)c1N)c1ccc(C)cc1 (configuration not stated) | -12.8% | . | -5.3% | -2.4% | 6.5% | 1.5 | 451 | 3.1% | 0.2% | i | 0.4
SMILES | HEK293 NOD2/NF-kB | XIAP displacement | AID2073 | NS5 inhibitors | Siah-1 displacement | Hep lipid drop | Hep lipid drop cells 6.5 µM | HIV peptide binding | LYP phosphatase | Myeloid diff 2 | Myeloid diff 2 GFP+ MAC1+ % | others
CCn1c(SCC(=O)Nc2ccccc2)nnc1C1CCCCC1 | -15.6% | -7.0% | -1.0% | -1.6% | -6.4% | -6.4 | 726 | 0.6% | -9.6% | i | 1.3
COc1ccc(CCNC(=O)c2nnn(CC(=O)Nc3ccccc3)c2N)cc1OC | 2.4% | -3.4% | 3.7% | -8.0% | 1.7% | . | . | -0.3% | 6.0% | i | 0.5
COc1cccc(-c2cc(C(=O)Nc3ccc4c(c3)OCO4)no2)c1 | -47.5% | . | 21.6% | -4.2% | 0.0% | 5.9 | 725 | -1.3% | -8.0% | i | 0.2
COc1cc(O)sc1C=Nc1ccc(Cl)cc1Cl | 12.3% | -5.4% | 19.3% | -10.1% | 15.4% | 17.4 | 715 | -0.7% | -1.6% | i | 0.1
Cc1cc(C)c2c(C(C)(C)C)nn(-c3ccccc3)c2n1 | 12.6% | . | 5.2% | 0.0% | -0.5% | . | . | -2.0% | -6.0% | i | 0.1
COC(=O)c1sc2ncn(N)c(=O)c2c1C | 24.4% | . | 2.3% | . | -0.3% | -1.0 | 694 | -0.5% | -9.7% | . | .
CN(CCC(=O)Nc1cc(S(=O)(=O)N(C)C)ccc1Cl)CC(=O)Nc1ccc(F)cc1 | 12.3% | . | 12.8% | -14.1% | -3.1% | -6.8 | 709 | -0.4% | -14.6% | i | 1.5
Cn1c(SCc2nc(-c3ccccc3)no2)nnc1-c1ccco1 | 13.8% | -0.2% | -1.6% | -5.5% | 2.5% | . | . | -0.7% | -4.8% | i | 0.4
CCNc1c(NC(=O)C2CCC(C)CC2)c(=O)oc2ccccc12 (configuration not stated) | 9.6% | . | -7.7% | -4.2% | -1.7% | 1.2 | 800 | 2.5% | -7.4% | i | 0.4
CCOC(=O)CC(NC(=O)Cn1nnc(-c2ccccc2C)n1)c1ccc(OC)cc1 (configuration not stated) | 17.3% | 2.6% | -10.9% | . | 10.0% | -3.9 | 659 | 0.7% | -0.5% | . | .
CCOC(=O)Cn1c(=O)c(C#N)cn(C(C)C)c1=O | 12.7% | . | 54.7% | . | 2.4% | 31.5 | 757 | -1.5% | -9.1% | i | 0.5
O=C(/C=C/c1ccncc1)c1ccc(NC(=O)c2ccccc2F)cc1 | 16.4% | -3.2% | -23.4% | -24.8% | 3.1% | -12.8 | 693 | 22.6% | 0.7% | ? | .
O=C(CCCN1C(=O)/C(=C/c2ccccc2Cl)SC1=S)N1CCCC1 | 0.6% | . | 7.1% | -10.7% | 3.9% | -20.3 | 705 | -1.6% | 9.9% | ? | .
O=c1c2c3c(sc2nc2n1CCCCC2)CCCC3 | -35.2% | -2.1% | -21.5% | -3.7% | 12.6% | . | . | -1.2% | -1.8% | i | 0.8
Fc1ccc(-n2c(Cc3ccccc3)nnc2SCc2nc(-c3cccs3)no2)cc1 | -4.2% | -1.4% | 3.5% | -7.7% | -5.3% | -7.5 | 561 | -2.4% | 3.9% | i | 5.4
COc1ccc(OCCCCn2c(CO)nc3ccccc32)cc1 | 25.0% | . | -0.9% | . | 1.1% | 2.6 | 792 | -2.5% | -7.6% | i | 0.3
Cc1cccc(NC(=S)Nc2c(C)n(C)n(-c3ccccc3)c2=O)c1C | 7.0% | -3.3% | -8.4% | -2.6% | 3.1% | -20.6 | 668 | -0.2% | -6.5% | i | 0.5
COC(=O)c1cc(-c2ccc(OC)cc2)on1 | 1.4% | -2.1% | 25.8% | 2.4% | 12.2% | -15.5 | 629 | 2.6% | -7.3% | i | 0.5
C=CCn1c(=N)c(C(=O)NCCCOC)cc2c(=O)n3ccccc3nc21 | 3.5% | -23.6% | 23.5% | 6.4% | 3.1% | . | . | -2.4% | -75.3% | i | 0.4
CCOC(=O)CSC1=C(C#N)C(c2ccco2)C(C(=O)OCc2ccccc2)=C(C)N1 (configuration not stated) | -19.8% | -1.7% | 5.0% | -9.7% | 3.6% | -0.9 | 702 | 3.7% | 0.7% | i | 3.6
Nc1nonc1-n1nnc(C(=O)N/N=C/c2ccoc2)c1CSc1ccc(Cl)cc1 | 9.7% | . | 3.4% | -9.3% | -0.8% | 0.9 | 722 | 2.1% | -6.9% | i | 0.5
Cc1cc(=O)[nH]c(SCC(=O)c2c(N)n(C)c(=O)n(C)c2=O)n1 | 21.8% | -4.4% | -5.6% | . | 3.5% | 15.1 | 780 | -0.9% | -2.0% | i | 1.1
O=C(CC1C(=O)CCCC1=O)c1ccccc1 | -3.2% | -9.2% | 2.1% | . | 0.0% | -23.5 | 718 | -1.4% | -5.0% | i | 0.2

These rows are one share of the data, so the mix of outcomes need not match the whole.
